Assay outcomes deposited in PubChem BioAssay by National Center for Advancing Translational Sciences (NCATS).
GAA inhib – inhibitors of human lysosomal alpha-glucosidase | Potency, µM (series often up to 76.9 µM), without a hit: at the highest dose activity change, negative = inhibition, most hits filed as inhibitors | P10253 | purified human GAA, 4-MU-alpha-glucoside fluorescence | 200,000 compounds, 0.005% hits;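 note: plate controls were uninhibited enzyme wells for no effect and no-enzyme background for full effect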
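Activity normalized between no-enzyme (basal) and enzyme-only wells. Conditions: 4 nM human enzyme, 400 uM fluorogenic substrate, citrate/phosphate pH 5.0 with Tween-20, 20 min room temperature, compounds up to 77 uM.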
L3MBTL1 inh – inhibitors of human L3MBTL1 | Q9Y468 | AlphaScreen L3MBTL1–H3K9me1 peptide binding | Potency, µM (doses to about 57.1 µM), inactives show at the top dose activity, negative = inhibition, hits mostly inhibitors | 230,000 compounds, 0.66% hits; note: nearly all actives have a fitted effect of over 60% in size
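First, the protein-peptide complex forms for 30 min at room temperature (L3MBTL1 50 nM, biotinylated H3K9me1 peptide 75 nM). Next, compounds are pin-transferred and incubated 30 min. Finally, AlphaScreen beads are added and read after 30 min.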
GAA spleen mod – lysosomal alpha-glucosidase (human) modulation | P10253 | human spleen homogenate, 4-MU-alpha-glucoside fluorescence | Potency, µM (doses to about 79.9 µM), for the others: at the highest dose activity change, negative = inhibition, usual class: inhibitors | 240,000 compounds, 0.006% hits | AID 2112;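 note: 0% = enzyme with vehicle and -100% = no enzyme basal signal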
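Human spleen homogenate (1 ug) with 4-methylumbelliferyl-alpha-D-glucopyranoside (1 mM final) in 50 mM citrate/phosphate pH 5.0, 0.01% Tween-20; 40 min at 37 C. Stopped at pH 10; 4-MU fluorescence Ex 365/Em 440 nm; AC50 by Hill fit.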
RECQ1 helicase – blocks DNA unwinding by human RECQ1 | P46063 | Potency, µM (titrated, usually from 57.3 µM), for inactives: at the highest dose activity, negative = inhibition, hits mostly inhibitors | 240,000 compounds, 0.54% hits | RECQ1 DNA unwinding, red fluorescence kinetic read | AID 2549;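 note: plate controls were vehicle for no effect and no enzyme for full effect; nearly all actives have a fitted effect of over 30% in size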
Target sequence (P46063 whole entry, looked up): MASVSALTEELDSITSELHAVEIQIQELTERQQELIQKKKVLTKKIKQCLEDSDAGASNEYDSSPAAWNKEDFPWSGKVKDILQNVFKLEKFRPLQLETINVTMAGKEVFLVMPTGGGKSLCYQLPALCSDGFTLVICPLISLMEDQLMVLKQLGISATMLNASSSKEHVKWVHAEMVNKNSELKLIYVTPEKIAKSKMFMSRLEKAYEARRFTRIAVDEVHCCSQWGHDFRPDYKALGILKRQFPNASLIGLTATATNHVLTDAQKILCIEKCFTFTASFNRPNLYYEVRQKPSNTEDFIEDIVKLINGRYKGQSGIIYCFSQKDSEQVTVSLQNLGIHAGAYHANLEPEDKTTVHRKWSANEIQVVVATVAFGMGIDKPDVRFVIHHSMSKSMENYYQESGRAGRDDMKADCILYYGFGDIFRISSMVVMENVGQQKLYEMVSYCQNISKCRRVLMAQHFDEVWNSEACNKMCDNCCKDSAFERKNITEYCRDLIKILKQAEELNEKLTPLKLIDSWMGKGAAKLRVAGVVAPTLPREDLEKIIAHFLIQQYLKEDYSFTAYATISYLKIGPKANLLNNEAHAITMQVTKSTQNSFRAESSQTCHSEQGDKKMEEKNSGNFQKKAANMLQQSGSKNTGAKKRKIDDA
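RECQ1T1 50 nM; forked duplex (20 bp + 30-nt ss tails) 200 nM, ATP 2 mM final; pH 8.0, 2 mM MgCl2, 2.5 ug/ml poly(dI-dC); 15 min compound preincubation; discontinuous kinetic read over 2 h at RT.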
GoLoco inh red – RGS12 GoLoco-Gai1 interaction inhibition. P63096. Gai1:RGS12 GoLoco peptide FP, rhodamine, 10 min. Potency, µM (series often up to 61.6 µM), inactives show top-dose activity, negative = inhibition, hits mostly inhibitors. 230,000 compounds, 0.44% hits; active = well fitted inhibition curve with a large enough effect, not every such curve was filed as active; inactive = no such curve, though single readings can be large or run the other way; note: nearly all actives have a fitted effect of over 30% in size; many of its hits are not listed in these tables
Target sequence (P63096 whole entry, looked up): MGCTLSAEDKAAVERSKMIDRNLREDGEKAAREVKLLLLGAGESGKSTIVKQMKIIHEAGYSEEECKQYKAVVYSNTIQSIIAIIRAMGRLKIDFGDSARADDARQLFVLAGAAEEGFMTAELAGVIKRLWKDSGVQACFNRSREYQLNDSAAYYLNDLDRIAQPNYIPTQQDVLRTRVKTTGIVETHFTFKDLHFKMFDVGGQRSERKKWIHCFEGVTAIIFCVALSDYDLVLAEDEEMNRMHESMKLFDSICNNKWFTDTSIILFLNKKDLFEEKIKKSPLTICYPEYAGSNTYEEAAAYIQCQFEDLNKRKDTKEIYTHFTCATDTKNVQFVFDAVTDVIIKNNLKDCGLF
GAA glycogen mod – GAA glycogen-cleavage inhibition or activation | recombinant GAA, glycogen substrate, Amplex Red glucose oxidase fluorescence | Potency, µM (top dose mostly 76.4 µM), for the others: at the highest dose activity change, negative = inhibition, hits mostly inhibitors | 300,000 compounds, 0.38% hits | AID 2100;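 note: 0% = full enzyme reaction and -100% = no-enzyme basal signal; the screen sought inhibitors and activators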
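Recombinant human enzyme (4 nM); glycogen substrate; 37 C, 40 min, pH 5.0. Readout: coupled glucose oxidase/Amplex Red fluorescence.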
TRb-SRC2 inh – inhibitors of human thyroid hormone receptor beta-SRC2 interaction | Potency, µM (series often up to 106 µM), for the others: at the highest dose activity change, negative = inhibition, hits mostly inhibitors | P10828 | TRbeta-SRC2 peptide binding, fluorescence polarization; receptor liganded with 1 µM T3 | 280,000 compounds, 0.065% hits;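 note: plate controls were bound peptide for no effect and peptide without receptor for full effect; nearly all actives have a fitted effect of over 50% in size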
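Assay buffer: 20 mM Tris-HCl, 100 mM NaCl, 10% glycerol, 1 mM EDTA, 0.01% NP-40, 1 mM DTT, 1 uM T3, 5% DMSO; TRb LBD 0.6 uM, Texas Red SRC2 20 nM; FP after 5 hr.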
TexasRed fluor – Texas Red fluorescence interference in TRb-SRC2 counter-screen; TRb/SRC2 Texas Red total fluorescence interference; Potency, µM (highest dose often 106 µM), for the others: at the top dose fluorescence change, negative = quenching; 280,000 compounds, 0.29% hits; AID 1479; active = well fitted curve in either direction with a large enough effect; inconclusive = small, poorly fitted or top-dose-only effect
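Flags fluorescent or light-absorbing compounds by total fluorescence, S + 2P, at 555 nm excitation and 632 nm emission. Mixture: 20 nM Texas Red SRC2 peptide, 0.6 uM human TRb LBD, 1 uM T3, 5% DMSO; compound exposure 5 h at ambient temperature.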
An asterisk follows results filed as active; i = inactive; ? = inconclusive; · = not tested or not shown; [ ] = another dose, or the depositor's remark. Unless noted, calls come from the whole dose curve; as a rule, active = well fitted curve in the direction sought with a large enough effect; inconclusive = small, poorly fitted or top-dose-only effect, or another doubt; inactive = no such curve, though single readings can be large; an effect the other way counts as inactive or inconclusive. Unless noted, % is set by controls: 0 for no effect and ±100 for the full control effect; potency is the fitted concentration of half-maximal effect. This is a subset, so the mix of outcomes need not match the whole.

structure,GoLoco inh red,GAA spleen mod,TRb-SRC2 inh,RECQ1 helicase,TexasRed fluor,GAA inhib,L3MBTL1 inh,GAA glycogen mod
Nc1ccccc1N=c1ssnc1Cl,-29.3%,2.1%,-2.8%,-14.5%,-0.2%,0.7%,·,11.7%
O=C(c1scc2c1CCCC2)N1CCOCC1,-4.4%,5.5%,4.7%,i,1.5%,5.8%,1.7%,3.6%
CC(=O)OC1COC(N2CCc3cc([N+](=O)[O-])ccc32)C(OC(C)=O)C1OC(C)=O (stereo unspecified),-12.7%,-11.8%,-6.0%,14.2%,-7.3%,2.7%,-7.7%,-3.8%
Cc1cc(C)c(NC(=O)c2ccccc2C(=O)c2ccccc2)c(C)c1,0.5%,-10.9%,-7.7%,-12.6%,-2.2%,7.4%,-1.9%,0.2%
CCOC(=O)Cn1nc(C)c(-c2ccccc2)c1N,-3.3%,-5.5%,3.8%,-6.4%,-2.4%,1.2%,-1.6%,0.7%
COc1cc(/C=N/NC(=O)c2cc(-c3c(C)nn(-c4ccccc4)c3C)n[nH]2)ccc1O,3.8%,-0.3%,-3.4%,i,0.3%,?,·,?
CC(=O)Nc1ccc(Oc2nc(-c3ccccn3)nc3ccccc23)cc1,-5.1%,-1.3%,-10.7%,5.9%,0.7%,·,-5.4%,-4.7%
COc1ccccc1NC(=O)Cn1c(=O)n(-c2ccccc2)c(=O)c2oc3ccccc3c21,10.6%,-2.2%,4.8%,-12.1%,-0.7%,-7.7%,9.6%,15.6%
c1cnc2c(SCc3ccc(-c4nnco4)cc3)cccc2c1,2.2%,2.1%,-1.8%,i,2.3%,-10.6%,1.0%,1.5%
CC1Cc2ccccc2N1S(=O)(=O)c1cccc(C(=O)OCC(=O)NC2CCS(=O)(=O)C2)c1 (stereo unspecified),-21.3%,0.1%,-8.6%,-8.5%,2.1%,-2.4%,·,1.1%
COc1cc(NC(=O)CN(c2ccc(C)cc2)S(=O)(=O)c2c(C)n[nH]c2C)cc(OC)c1,3.7%,-3.1%,-0.4%,i,-2.4%,?,0.8%,-2.7%
CC(C)=CCC/C(C)=C/COc1c2occc2cc2ccc(=O)oc12,-4.3%,5.9%,-1.3%,-5.2%,-0.3%,·,5.4%,·
CC(=O)OCCCNc1cc(Sc2nc3ccccc3s2)c2nonc2c1[N+](=O)[O-],-33.4%,5.5%,0.1%,-9.0%,3.2%,-0.7%,-1.8%,4.7%
COc1ccc(/C=C/C(=O)NC(=S)Nc2ccccc2C(=O)NC2CCCCC2)cc1,-7.7%,-6.3%,3.9%,-15.0%,1.7%,-0.4%,3.5%,-0.6%
COC(=O)c1ccc(COc2ccc(NC(C)=O)cc2)o1,8.2%,-11.2%,-1.1%,-2.0%,0.7%,·,3.1%,-0.9%
CCOC(=O)c1cnc(C(F)(F)F)nc1Oc1ccccc1,4.5%,-3.1%,0.8%,6.0%,-2.0%,-5.8%[15.4 µM],-2.1%,3.8%
CC1CN(c2ccc(NS(=O)(=O)c3ccccc3)cc2C(=O)O)CC(C)O1 (stereo unspecified),7.7%,2.7%,-7.5%,-1.1%,-3.2%,-12.4%,-0.7%,15.9%
CN(C)S(=O)(=O)c1cccc(NC(=O)COc2nc3ccccc3nc2N2CCOCC2)c1,-4.5%,-5.0%,3.5%,-8.7%,-0.5%,-7.4%,0.6%,-5.5%
COc1ccc(NC(=S)N/N=C/c2cccn2Cc2ccc(F)cc2)cc1,32.7%[activator],2.5%,0.7%,-1.9%,6.8%,9.3%,·,-15.4%
O=C(Cc1cccs1)Nc1ccc(N2CCOCC2)cc1,-5.6%,-2.2%,8.3%,-20.6%,-4.7%,-7.1%[15.4 µM],-2.2%,-2.9%
COc1ccc([N+](=O)[O-])cc1NC(=O)CCN1CCN(C)CC1,1.3%,-0.2%,4.7%,4.2%,-5.8%,-1.3%,·,-7.2%
O=C(Cn1nc(-c2ccc(Cl)cc2)ccc1=O)NCc1ccc2c(c1)OCO2,7.0%,9.1%,-3.1%,-10.3%,1.1%,-0.2%,·,-16.2%
Cc1ccccc1-n1nnnc1SCc1cc(=O)n2ccsc2n1,-10.7%,-9.0%,-9.6%,2.7%,0.4%,3.8%,-8.8%,2.4%
COc1ccccc1CNC(=O)C(CC(C)C)NC(=O)C1CCC(C)CC1 (stereo unspecified),6.6%,-5.3%,-20.6%,-7.4%,0.8%,-7.3%,·,-2.0%
O=C(Cn1cnc2ccccc21)Nc1ccc(F)c(F)c1,-3.2%,-3.7%,2.7%,i,-1.8%,-10.7%,·,3.1%

structure,GoLoco inh red,GAA spleen mod,TRb-SRC2 inh,RECQ1 helicase,TexasRed fluor,GAA inhib,L3MBTL1 inh,GAA glycogen mod
CC1=CCC2CC1C2(C)C (stereo unspecified),1.6%,0.4%,-2.3%,2.5%,-1.2%,·,·,·
O=C(NC1CCCC1)C(c1ccncc1)N(CCCN1CCOCC1)C(=O)c1ccc(-c2ccccc2)[nH]1 (stereo unspecified),10.7%,-3.4%,1.6%,-6.2%,-3.0%,2.7%,-0.7%,2.3%
CCN(CC)C(=O)CSc1nnc(-c2ccco2)o1,-2.2%,0.4%,-12.4%,-15.2%,1.9%,2.8%,-1.0%,1.7%
Cc1cc(NC(=O)c2ccccc2-c2ccccc2C(=O)O)no1,-4.3%,-5.3%,-4.6%,7.1%,-1.8%,0.7%,-7.8%,-2.8%
CCOC(=O)c1c(C)n(CC)c2ccc(OC(=O)c3ccc([N+](=O)[O-])cc3)cc12,-3.3%,0.2%,5.5%,-2.6%,0.7%,-4.3%,-12.3%,-11.0%
Cc1nonc1-c1ccc2c(c1)OCO2,4.9%,0.1%,1.2%,-8.3%,-3.9%,·,3.1%,-0.9%
O=C(NCc1ccc(C(=O)O)cc1)OCc1ccccc1,-3.9%,-1.0%,-3.7%,-3.8%,-1.3%,-6.8%,3.9%,-10.5%
O=C(Nc1nccs1)C1(S(=O)(=O)c2ccc(Cl)cc2)CC1,·,2.9%,-3.4%,i,-6.7%,-4.5%,0.2%,9.8%
COc1ccc(C(=O)Nc2nc(-c3ccc(S(=O)(=O)N4CCOCC4)cc3)cs2)cc1,17.6%,-0.4%,8.6%,i,0.8%,-7.2%,·,0.1%
O=S(=O)(c1ccc(Br)cc1)N1CCCN(Cc2ccccc2F)CC1,0.2%,-5.4%,1.6%,-1.0%,3.3%,-0.9%,2.5%,-2.7%
CCOC(=O)C(c1ccccc1)N1CCN(c2ccc(OC)cc2)CC1 (stereo unspecified),-5.8%,-6.1%,4.5%,-6.9%,-7.3%,-0.6%,-15.6%,1.7%
COC(=O)[C@@H](NC(=O)Nc1cccc(OC)c1)C(C)C,-2.5%,-3.6%,?,-10.1%,3.4%,11.5%,0.4%,9.4%
O=C(NC1CCCCC1NC(=O)c1ccco1)c1ccco1 (stereo unspecified),1.5%,-5.3%,-4.1%,-3.1%,-2.9%,-12.0%,6.9%,3.3%
O=C(Cn1ccc(C(F)(F)F)n1)Nc1ccc(S(=O)(=O)NCc2ccco2)cc1,-8.6%,-1.9%,-14.2%,i,-3.7%,-4.9%,4.8%,0.3%
CCc1nnc(NC(=O)CN2CCOCC2)s1,8.3%,-3.7%,-4.6%,i,-1.5%,-11.4%,5.7%,-1.1%
COc1ccccc1NC(=O)c1ccc(NC(=O)COC(=O)C2CCCCC2)cc1,-1.5%,2.0%,-1.4%,-7.0%,-4.7%,1.3%,5.1%,3.8%
Cc1cc(=O)[nH]c(SCC(=O)N2CCCCCC2)n1,-14.7%,-5.5%,-4.2%,i,-6.6%,-1.0%,·,2.0%
CS(=O)(=O)c1ccc2c(c1)SC1=NC(=O)/C(=C/c3ccco3)C(=N)N12,294.4%[activator],-3.1%,26.3%,28.2µM*,-13.9%,-15.8%,·,-1.2%
Cc1onc(-c2ccccc2)c1C(=O)n1cc(Br)cn1,-3.3%,2.2%,-0.4%,i,-4.0%,3.1%,5.3%,2.7%

Some of these compounds in order of number of heavy atoms, high to low.
structure,GoLoco inh red,GAA spleen mod,TRb-SRC2 inh,RECQ1 helicase,TexasRed fluor,GAA inhib,L3MBTL1 inh,GAA glycogen mod
COc1ccccc1NC(=O)Cn1c(=O)n(-c2ccccc2)c(=O)c2oc3ccccc3c21,10.6%,-2.2%,4.8%,-12.1%,-0.7%,-7.7%,9.6%,15.6%
CC(=O)OCCCNc1cc(Sc2nc3ccccc3s2)c2nonc2c1[N+](=O)[O-],-33.4%,5.5%,0.1%,-9.0%,3.2%,-0.7%,-1.8%,4.7%
CCOC(=O)c1cnc(C(F)(F)F)nc1Oc1ccccc1,4.5%,-3.1%,0.8%,6.0%,-2.0%,-5.8%[15.4 µM],-2.1%,3.8%

Retrieved by compound from above (2):
structure,GoLoco inh red,GAA spleen mod,TRb-SRC2 inh,RECQ1 helicase,TexasRed fluor,GAA inhib,L3MBTL1 inh,GAA glycogen mod
Cc1cc(NC(=O)c2ccccc2-c2ccccc2C(=O)O)no1,-4.3%,-5.3%,-4.6%,7.1%,-1.8%,0.7%,-7.8%,-2.8%
Cc1nonc1-c1ccc2c(c1)OCO2,4.9%,0.1%,1.2%,-8.3%,-3.9%,·,3.1%,-0.9%
